Screening results: PubChem, Broad Institute
ARNT TACC3 PPI: disruptors of ARNT/TACC3 protein interaction, primary screen, biochemical, AlphaScreen, single concentration; 390,000 compounds, 0.66% hits; AlphaScreen His-ARNT PAS-B/GST-TACC3 binding, luminescence; TACC3 fragment carries E629A point mutation; inhibition, % at 9.99 µM;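 active = mean inhibition of replicates at least 50% and at least half of replicates each reaching 50%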;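 also: 0% = complete ARNT plus TACC3 wells and 100% = ARNT alone without TACC3; many hits fall short of the cut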
XiGFP reactiv: activators of inactive X chromosome reactivation, primary screen, imaging, XiGFP fibroblasts, GFP high-content imaging, set 2; XiGFP mouse fibroblasts, % GFP-positive cells imaging, 3 d; cells co-treated with 5-aza-dC sensitizer; scaled so ellipticine positive control = 100%; 360,000 compounds, 0.055% hits; activation, % at 7.58 µM; AID 743238, 2013;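 active = mean normalized replicate activation at least 10% and every replicate at or above 10%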;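 also: 0% = median of on-plate neutral control wells and 100% = ellipticine 6 µM median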
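Assay system – SV40-immortalized XiGFP fibroblast cells, line 68-5-11 · Buffer or medium – DMEM supplemented with 5-aza-dC as sensitizing agent · Dosing – one concentration, pinned · Benchmarks – positive control ellipticine, 6 µM final · Times – 3 days compound exposure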
ERAP1 HTS inh: human ERAP1 aminopeptidase inhibitors, primary screen, biochemical, single point, plate reader; recombinant ERAP1, Leu-AMC fluorescence, 60 min; inhibition, % at 10.7 µM; 340,000 compounds, 0.15% hits; AID 652197, 2013;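 active = mean replicate inhibition of at least 30%, or all replicates individually reaching that 30% level; inactive = mean below 30% and not every replicate reaching it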;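 also: 0% = neutral control wells and 100% = L-leucinethiol positive control wells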
RAD54 inh: inhibitors of human RAD54 branch migration, primary screen, biochemical, fluorescence, single point; RAD54 Holliday junction branch migration, FAM/BHQ fluorescence; inhibition, % at 10.4 µM; 360,000 compounds, 0.14% hits;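 active = mean normalized replicate activity at least 40 and at least half of replicates scoring 40 or more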;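 also: 0% = median of neutral control wells and 100% = median of positive control wells; inhibitors cause a drop in the FAM fluorescence signal; in these data hits start at about 50%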
Target sequence (Q92698 whole entry, looked up): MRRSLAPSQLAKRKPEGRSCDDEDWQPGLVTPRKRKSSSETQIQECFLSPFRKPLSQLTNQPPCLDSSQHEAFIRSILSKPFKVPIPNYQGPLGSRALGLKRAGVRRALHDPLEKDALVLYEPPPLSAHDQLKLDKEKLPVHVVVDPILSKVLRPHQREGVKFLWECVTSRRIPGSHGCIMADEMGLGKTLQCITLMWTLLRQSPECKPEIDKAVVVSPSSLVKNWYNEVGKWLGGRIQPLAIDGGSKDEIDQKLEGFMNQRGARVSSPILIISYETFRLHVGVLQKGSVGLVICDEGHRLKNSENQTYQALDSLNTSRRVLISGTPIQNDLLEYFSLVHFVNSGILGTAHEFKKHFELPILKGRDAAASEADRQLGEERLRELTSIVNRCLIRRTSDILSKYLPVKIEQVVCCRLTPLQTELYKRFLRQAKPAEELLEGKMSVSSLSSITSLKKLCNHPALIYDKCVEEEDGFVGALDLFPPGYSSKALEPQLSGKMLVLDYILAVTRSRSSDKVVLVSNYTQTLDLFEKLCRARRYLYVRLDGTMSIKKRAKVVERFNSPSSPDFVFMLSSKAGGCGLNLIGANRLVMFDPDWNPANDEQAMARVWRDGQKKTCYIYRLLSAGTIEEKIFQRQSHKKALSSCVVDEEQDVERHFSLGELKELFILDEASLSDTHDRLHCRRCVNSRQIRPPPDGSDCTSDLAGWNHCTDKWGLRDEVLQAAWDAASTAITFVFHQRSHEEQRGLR
CFTR F508del cor: F508del CFTR correction, initial screen, CFBE line, single point. CFBE cells, YFP halide quenching; stimulated with forskolin plus potentiator P3; % fluorescence drop versus neutral controls. activity (quench increase), % at 7.58 µM. 350,000 compounds, 0.36% hits. AID 720511, 2013;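 active = mean added fluorescence quench of at least 8% versus neutral control, with both replicates also reaching 8%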;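 also: cells transiently co-express mutant CFTR-F508del with the halide-sensitive YFP; corrector assay measuring rescue of mutant channel to the surface after 24 h compound exposure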
RAD52 anneal inh: RAD52 DNA annealing inhibitors, primary screen, biochemical, FRET, single point, set 2; DNA repair protein RAD52 homolog (Homo sapiens), P43351; recombinant RAD52 DNA annealing, FRET fluorescence; inhibition, % at 18.7 µM; 360,000 compounds, 0.46% hits; AID 651710, 2012;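 active = every replicate showing at least 50% inhibition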
esBAF inh: Bmi1 luciferase reporter increase in mESCs, primary screen, esBAF inhibitor project, mouse ES cells, Bmi1 luciferase knock-in, single point. 24 h; 100% = twice the neutral-well signal. reporter increase, % at 12.5 µM. 350,000 compounds, 2% hits. AID 602393, 2012; in the data active = activation above about 40%;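 also: 0% = median of the plate's neutral control wells and 100% = double that signal; a rise in the Bmi1 reporter signal indicates esBAF inhibition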
INS-1E GSIS act: GLuc luminescence reporter in INS-1E cells, primary screen for activators of glucose-dependent secretion of insulin; 370,000 compounds, 0.61% hits; INS-1E GLuc reporter insulin secretion, 2-3 h; activation, % at 16.6 µM; AID 743287, 2014;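 active = lowest replicate activation of at least 40%, so every replicate reaches that level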;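 also: 0% = median of neutral control wells and 100% = median of IBMX positive control wells; some compounds called inactive have numbers as strong as hits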
An asterisk follows results filed as active; & = joins results of further samples.

How did C[C@H](CO)N1C[C@H](C)[C@H](CN(C)C(=O)Nc2ccccc2)Oc2c(NC(=O)Nc3ccccc3)cccc2C1=O do in these assays?
ARNT TACC3 PPI: 2.8; XiGFP reactiv: 0.6; ERAP1 HTS inh: 3.6; RAD54 inh: -8.4; CFTR F508del cor: 1.9; RAD52 anneal inh: -1.1; esBAF inh: 3.3; INS-1E GSIS act: -15.9

What do the screens show for `Cc1ncc(C[n+]2csc(CCO)c2C)c(N)n1`?
ARNT TACC3 PPI: -9.1&-0.4; XiGFP reactiv: 0.3&0.3; ERAP1 HTS inh: 1.4&-2.9; RAD54 inh: 5.7&-2.4; CFTR F508del cor: -4.2&-23.1; RAD52 anneal inh: 13.4&-1.8; esBAF inh: 1.1&11.3; INS-1E GSIS act: -0.7

What do the screens show for `O=C(O)C[C@@H]1C[C@@H]2c3cc(NC(=O)c4cccnc4)ccc3O[C@@H]2[C@@H](CO)O1`?
XiGFP reactiv: 0.1; ERAP1 HTS inh: 2.4; CFTR F508del cor: 0.5; RAD52 anneal inh: -16.4; INS-1E GSIS act: 7.6

How did COc1cccc(-c2cc(C(=O)N3CCN(c4ccc(F)cc4)CC3)no2)c1 do in these assays?
ARNT TACC3 PPI: 2.0; XiGFP reactiv: 0.0; ERAP1 HTS inh: -3.5; RAD54 inh: 2.6; CFTR F508del cor: 1.8; RAD52 anneal inh: -5.4; esBAF inh: 2.2; INS-1E GSIS act: -5.6

Results for Cc1noc(C)c1NC(=O)Nc1ccc2c(c1)C(=O)N([C@H](C)CO)C[C@@H](C)[C@@H](CN(C)Cc1ccccc1)O2 ?
ARNT TACC3 PPI: -6.4; XiGFP reactiv: -0.2; ERAP1 HTS inh: 1.0; RAD54 inh: -3.8; CFTR F508del cor: -1.7; RAD52 anneal inh: -2.8; esBAF inh: -1.5; INS-1E GSIS act: 8.8

What do the screens show for `CN1C/C(=C/c2cccs2)C(=O)/C(=C\c2cccs2)C1`?
ARNT TACC3 PPI: 16.3; XiGFP reactiv: 0.2; ERAP1 HTS inh: 2.1; RAD54 inh: 14.0; CFTR F508del cor: -1.7; RAD52 anneal inh: -13.5; esBAF inh: 10.8; INS-1E GSIS act: -5.6

What do the screens show for `COc1ccc(NC(=O)N2C[C@H](O)COC[C@@H]3O[C@H](CC(=O)N4CCCCC4)CC[C@H]32)cc1`?
ARNT TACC3 PPI: 2.4; XiGFP reactiv: 0.2; ERAP1 HTS inh: 1.6; RAD54 inh: -3.9; CFTR F508del cor: -2.4; RAD52 anneal inh: 0.6; esBAF inh: 5.0; INS-1E GSIS act: 8.8

How did C[C@@H]1CN([C@@H](C)CO)C(=O)c2cc(N(C)C)ccc2O[C@H]1CN(C)Cc1ccc(C(=O)O)cc1 do in these assays?
ARNT TACC3 PPI: -0.4; XiGFP reactiv: 0.1; ERAP1 HTS inh: -0.8; RAD54 inh: 3.2; CFTR F508del cor: 2.0; RAD52 anneal inh: -0.6; esBAF inh: 0.1; INS-1E GSIS act: 4.2

What do the screens show for `Cc1ccc(S(=O)(=O)C2(C(=O)N3CCCC(C)C3)CC2)cc1` (stereo not given)?
ARNT TACC3 PPI: -12.1; ERAP1 HTS inh: -6.0; RAD54 inh: 6.3; CFTR F508del cor: 1.8; RAD52 anneal inh: 2.7; esBAF inh: 2.3; INS-1E GSIS act: 6.8

Results for COc1ccc(C2(c3ccc(OC)cc3)NC(=O)N(CC(=O)Nc3ccc(C(=O)N(C)C)cc3)C2=O)cc1 ?
XiGFP reactiv: 0.1; ERAP1 HTS inh: -0.6; RAD54 inh: -12.7; CFTR F508del cor: -2.0; RAD52 anneal inh: -3.4; esBAF inh: 5.7; INS-1E GSIS act: -6.1

How did Cc1cc(Br)c2[nH]cc(CCNC(=O)c3ccco3)c2c1 do in these assays?
ARNT TACC3 PPI: 3.9; XiGFP reactiv: 0.4; ERAP1 HTS inh: -1.6; RAD54 inh: 3.7; CFTR F508del cor: -0.6; RAD52 anneal inh: -33.9; esBAF inh: 0.6; INS-1E GSIS act: 14.3

How did COc1ccc(F)cc1C(=O)C1CCCN(Cc2c(C)n(C)n(-c3ccccc3)c2=O)C1 (stereo not given) do in these assays?
ARNT TACC3 PPI: 3.1; XiGFP reactiv: 0.0; ERAP1 HTS inh: 5.2; RAD54 inh: 1.9; CFTR F508del cor: 0.0; RAD52 anneal inh: -3.0; esBAF inh: 0.1; INS-1E GSIS act: -1.1

Looked up by structure from the entries so far (two):
How did COc1cccc(-c2cc(C(=O)N3CCN(c4ccc(F)cc4)CC3)no2)c1 do in these assays?
ARNT TACC3 PPI: 2.0; XiGFP reactiv: 0.0; ERAP1 HTS inh: -3.5; RAD54 inh: 2.6; CFTR F508del cor: 1.8; RAD52 anneal inh: -5.4; esBAF inh: 2.2; INS-1E GSIS act: -5.6

What do the screens show for `Cc1ccc(S(=O)(=O)C2(C(=O)N3CCCC(C)C3)CC2)cc1` (stereo not given)?
ARNT TACC3 PPI: -12.1; ERAP1 HTS inh: -6.0; RAD54 inh: 6.3; CFTR F508del cor: 1.8; RAD52 anneal inh: 2.7; esBAF inh: 2.3; INS-1E GSIS act: 6.8

Next part
How did CCN(CC)CCNC(=O)c1ccc(NC(=O)c2ccc(-n3cncn3)c([N+](=O)[O-])c2)cc1 do in these assays?
XiGFP reactiv: 0.0; ERAP1 HTS inh: 99.6*; CFTR F508del cor: -0.7; RAD52 anneal inh: 2.1

How did COc1cccc(C(=O)c2cn(CC(=O)NCc3ccco3)c3nc(C)ccc3c2=O)c1 do in these assays?
ARNT TACC3 PPI: 4.6; XiGFP reactiv: 0.1; ERAP1 HTS inh: 2.0; RAD54 inh: -3.9; CFTR F508del cor: 0.1; RAD52 anneal inh: -35.7; esBAF inh: 0.2; INS-1E GSIS act: 3.7

Results for CO[C@@H](C(=O)N(C)C[C@@H]1OCc2ccccc2-c2ccccc2C(=O)N([C@@H](C)CO)C[C@@H]1C)c1ccccc1 ?
ARNT TACC3 PPI: -7.2; XiGFP reactiv: 0.5; ERAP1 HTS inh: 2.0; RAD54 inh: 1.1; CFTR F508del cor: 2.6; RAD52 anneal inh: -1.7; esBAF inh: 2.9; INS-1E GSIS act: 8.7

What do the screens show for `COc1ccc(NC(=O)N(C)C[C@H]2Oc3cc(-c4cccc(C(=O)N(C)C)c4)ccc3S(=O)(=O)N([C@@H](C)CO)C[C@@H]2C)cc1`?
ARNT TACC3 PPI: -10.8; XiGFP reactiv: -0.2; ERAP1 HTS inh: 0.0; RAD54 inh: 1.2; CFTR F508del cor: -1.5; RAD52 anneal inh: 1.7; esBAF inh: 8.5; INS-1E GSIS act: -3.2

Results for COc1ccc(CCN(Cc2ccccn2)C(=S)Nc2ccccc2F)cc1OC ?
ARNT TACC3 PPI: -3.9; XiGFP reactiv: 0.1; ERAP1 HTS inh: -4.6; RAD54 inh: 13.0; CFTR F508del cor: -2.1; RAD52 anneal inh: -20.1; esBAF inh: -5.9; INS-1E GSIS act: 19.7

How did CCNC(=O)NC(=O)C(C)OC(=O)C(C)(C)Oc1ccc(Cl)cc1 (stereo not given) do in these assays?
XiGFP reactiv: 0.1; ERAP1 HTS inh: -3.5; RAD52 anneal inh: -4.9; INS-1E GSIS act: 6.1

What do the screens show for `C[C@H](CO)N1C[C@H](C)[C@H](CN(C)S(=O)(=O)c2cccs2)Oc2c(NC(=O)C3CC3)cccc2C1=O`?
ARNT TACC3 PPI: -4.8; XiGFP reactiv: 0.3; ERAP1 HTS inh: 0.4; RAD54 inh: 4.4; CFTR F508del cor: -1.4; RAD52 anneal inh: -7.0; esBAF inh: -1.8; INS-1E GSIS act: 15.9

How did CCOc1ccc2nc(N/C(N)=N/C(=S)Nc3ccc(OC)cc3)nc(C)c2c1 do in these assays?
ARNT TACC3 PPI: -23.6; XiGFP reactiv: 0.9; ERAP1 HTS inh: -5.3; RAD54 inh: 5.8; CFTR F508del cor: 4.5; RAD52 anneal inh: 8.3; esBAF inh: 6.4; INS-1E GSIS act: -4.2

Results for Cc1cccc(C(=O)NCC(C)NC(=O)c2cccc(C)c2)c1 (stereo not given) ?
ARNT TACC3 PPI: 28.2; XiGFP reactiv: 0.0; ERAP1 HTS inh: 1.6; RAD54 inh: 2.9; CFTR F508del cor: -3.9; RAD52 anneal inh: -25.4; esBAF inh: 1.4; INS-1E GSIS act: 35.4

Results for O=C(c1ccc(-n2cncn2)c([N+](=O)[O-])c1)N1CCN(c2cccc(Cl)c2)CC1 ?
ARNT TACC3 PPI: 15.0; XiGFP reactiv: 0.1; ERAP1 HTS inh: 0.8; RAD54 inh: -1.9; CFTR F508del cor: -0.2; RAD52 anneal inh: -7.0; esBAF inh: 2.8; INS-1E GSIS act: -21.7

How did COCC(=O)N1CC(=O)N2[C@@H](CO)[C@H](c3ccc(C#CC4CCCCC4)cc3)[C@@H]2C1 do in these assays?
XiGFP reactiv: 0.0; ERAP1 HTS inh: 6.2; CFTR F508del cor: -0.1; RAD52 anneal inh: -3.2; INS-1E GSIS act: 16.6

How did Cc1ccc(CC(=O)N/N=C/c2ccc(OC(=O)c3ccc([N+](=O)[O-])cc3)cc2)cc1 do in these assays?
ARNT TACC3 PPI: -4.1; XiGFP reactiv: -0.1; ERAP1 HTS inh: 10.7; RAD54 inh: 5.5; RAD52 anneal inh: -4.1; esBAF inh: 1.5; INS-1E GSIS act: 7.8

How did C=CCn1c(C)nnc1SCC(=O)Nc1oc(C)c2c(C)n[nH]c(=O)c12 do in these assays?
ARNT TACC3 PPI: -6.5; XiGFP reactiv: 0.0; ERAP1 HTS inh: 0.3; CFTR F508del cor: -1.8; RAD52 anneal inh: -3.6; INS-1E GSIS act: 2.9

Results for COc1cccc(NC(=O)CC(c2ccc(OC(C)C)cc2)c2ccccc2OC)c1 (stereo not given) ?
XiGFP reactiv: 0.3; ERAP1 HTS inh: -0.6; RAD54 inh: -17.6; CFTR F508del cor: -0.8; RAD52 anneal inh: -10.6; INS-1E GSIS act: -1.3

What do the screens show for `O=C(c1ccc2c(c1)N(Cc1ccccc1)CCS2)N1CCCCC1`?
XiGFP reactiv: 0.0; ERAP1 HTS inh: 1.9; RAD54 inh: 3.8; CFTR F508del cor: 0.1; RAD52 anneal inh: -9.5; esBAF inh: -0.6; INS-1E GSIS act: -15.6

What do the screens show for `CCN(CC)S(=O)(=O)c1ccc(C(=O)NCC(=O)NCc2ccc3c(c2)OCO3)cc1`?
XiGFP reactiv: 0.2; ERAP1 HTS inh: 1.2; RAD54 inh: -2.9; CFTR F508del cor: 1.0; RAD52 anneal inh: -56.2; esBAF inh: 2.1; INS-1E GSIS act: 5.9

Results for O=C(Nc1ccc(N2CCN(C(=O)c3cccs3)CC2)cc1)c1cccnc1Cl ?
XiGFP reactiv: 0.0; ERAP1 HTS inh: -0.5; CFTR F508del cor: 1.2; RAD52 anneal inh: -16.8; INS-1E GSIS act: 3.8

What do the screens show for `O=C(NCC(c1cccs1)N1CCOCC1)c1ccc(Cl)s1` (stereo not given)?
ARNT TACC3 PPI: 3.0; RAD54 inh: -3.4; esBAF inh: 6.1; INS-1E GSIS act: -0.5

How did Cc1cc(N2CCCC2)nc2ccc(NC(=S)NC(C)C)cc12 do in these assays?
ARNT TACC3 PPI: 5.9; XiGFP reactiv: 0.1; ERAP1 HTS inh: -8.6; RAD52 anneal inh: 44.8; esBAF inh: -0.8; INS-1E GSIS act: 14.1

What do the screens show for `CCC(=O)Nc1cccc(-c2csc(-c3ccccc3)n2)c1`?
ARNT TACC3 PPI: -4.3; XiGFP reactiv: 0.0; ERAP1 HTS inh: 1.1; RAD52 anneal inh: -0.5
